# Mtb UGM inh = Mtb UDP-galactopyranose mutase inhibition. purified UGM, fluorescence polarization probe displacement. inhibition, % at 10 µM. 320,000 tested, 0.06% active. AID 504406; in the data active means inhibition above about 10%, passing the limit was not always enough; inconclusive means no clear call, values can overlap the other calls
# BH1578 lux ind = inducers of Vibrio cholerae quorum light production without autoinducers; V. cholerae BH1578 lux reporter, luminescence, 6 h; activation, % at 18.7 µM; 350,000 tested, 0.16% active; AID 588436; in the data active means activation mostly above about 9.7%, no sharp cut-off; inconclusive means no clear call, values can overlap the other calls; inactive means mostly below about 3.7%; further: not every result past the cut was called active; inactives centre near 0; reference of the scale not given here
# Yp Topo-I inh = blocks Yersinia pestis topoisomerase I activity. Y. pestis Topo-I cleavage product accumulation, plate reader. activity, % at 10 µM. 360,000 tested, 0.064% active. AID 504884; in the data active means activity above about 50%, passing the limit was not always enough; inconclusive means no clear call, values can overlap the other calls; further: inactives centre near 2
# TcdB GH inh = blocks C. difficile toxin B glycohydrolase activity. P18177. TcdB glycohydrolase enzymatic assay, plate reader. inhibition, % at 9.99 µM. 350,000 tested, 0.24% active. AID 652162; in the data active means inhibition above about 10%
# Target sequence (P18177 whole entry, looked up): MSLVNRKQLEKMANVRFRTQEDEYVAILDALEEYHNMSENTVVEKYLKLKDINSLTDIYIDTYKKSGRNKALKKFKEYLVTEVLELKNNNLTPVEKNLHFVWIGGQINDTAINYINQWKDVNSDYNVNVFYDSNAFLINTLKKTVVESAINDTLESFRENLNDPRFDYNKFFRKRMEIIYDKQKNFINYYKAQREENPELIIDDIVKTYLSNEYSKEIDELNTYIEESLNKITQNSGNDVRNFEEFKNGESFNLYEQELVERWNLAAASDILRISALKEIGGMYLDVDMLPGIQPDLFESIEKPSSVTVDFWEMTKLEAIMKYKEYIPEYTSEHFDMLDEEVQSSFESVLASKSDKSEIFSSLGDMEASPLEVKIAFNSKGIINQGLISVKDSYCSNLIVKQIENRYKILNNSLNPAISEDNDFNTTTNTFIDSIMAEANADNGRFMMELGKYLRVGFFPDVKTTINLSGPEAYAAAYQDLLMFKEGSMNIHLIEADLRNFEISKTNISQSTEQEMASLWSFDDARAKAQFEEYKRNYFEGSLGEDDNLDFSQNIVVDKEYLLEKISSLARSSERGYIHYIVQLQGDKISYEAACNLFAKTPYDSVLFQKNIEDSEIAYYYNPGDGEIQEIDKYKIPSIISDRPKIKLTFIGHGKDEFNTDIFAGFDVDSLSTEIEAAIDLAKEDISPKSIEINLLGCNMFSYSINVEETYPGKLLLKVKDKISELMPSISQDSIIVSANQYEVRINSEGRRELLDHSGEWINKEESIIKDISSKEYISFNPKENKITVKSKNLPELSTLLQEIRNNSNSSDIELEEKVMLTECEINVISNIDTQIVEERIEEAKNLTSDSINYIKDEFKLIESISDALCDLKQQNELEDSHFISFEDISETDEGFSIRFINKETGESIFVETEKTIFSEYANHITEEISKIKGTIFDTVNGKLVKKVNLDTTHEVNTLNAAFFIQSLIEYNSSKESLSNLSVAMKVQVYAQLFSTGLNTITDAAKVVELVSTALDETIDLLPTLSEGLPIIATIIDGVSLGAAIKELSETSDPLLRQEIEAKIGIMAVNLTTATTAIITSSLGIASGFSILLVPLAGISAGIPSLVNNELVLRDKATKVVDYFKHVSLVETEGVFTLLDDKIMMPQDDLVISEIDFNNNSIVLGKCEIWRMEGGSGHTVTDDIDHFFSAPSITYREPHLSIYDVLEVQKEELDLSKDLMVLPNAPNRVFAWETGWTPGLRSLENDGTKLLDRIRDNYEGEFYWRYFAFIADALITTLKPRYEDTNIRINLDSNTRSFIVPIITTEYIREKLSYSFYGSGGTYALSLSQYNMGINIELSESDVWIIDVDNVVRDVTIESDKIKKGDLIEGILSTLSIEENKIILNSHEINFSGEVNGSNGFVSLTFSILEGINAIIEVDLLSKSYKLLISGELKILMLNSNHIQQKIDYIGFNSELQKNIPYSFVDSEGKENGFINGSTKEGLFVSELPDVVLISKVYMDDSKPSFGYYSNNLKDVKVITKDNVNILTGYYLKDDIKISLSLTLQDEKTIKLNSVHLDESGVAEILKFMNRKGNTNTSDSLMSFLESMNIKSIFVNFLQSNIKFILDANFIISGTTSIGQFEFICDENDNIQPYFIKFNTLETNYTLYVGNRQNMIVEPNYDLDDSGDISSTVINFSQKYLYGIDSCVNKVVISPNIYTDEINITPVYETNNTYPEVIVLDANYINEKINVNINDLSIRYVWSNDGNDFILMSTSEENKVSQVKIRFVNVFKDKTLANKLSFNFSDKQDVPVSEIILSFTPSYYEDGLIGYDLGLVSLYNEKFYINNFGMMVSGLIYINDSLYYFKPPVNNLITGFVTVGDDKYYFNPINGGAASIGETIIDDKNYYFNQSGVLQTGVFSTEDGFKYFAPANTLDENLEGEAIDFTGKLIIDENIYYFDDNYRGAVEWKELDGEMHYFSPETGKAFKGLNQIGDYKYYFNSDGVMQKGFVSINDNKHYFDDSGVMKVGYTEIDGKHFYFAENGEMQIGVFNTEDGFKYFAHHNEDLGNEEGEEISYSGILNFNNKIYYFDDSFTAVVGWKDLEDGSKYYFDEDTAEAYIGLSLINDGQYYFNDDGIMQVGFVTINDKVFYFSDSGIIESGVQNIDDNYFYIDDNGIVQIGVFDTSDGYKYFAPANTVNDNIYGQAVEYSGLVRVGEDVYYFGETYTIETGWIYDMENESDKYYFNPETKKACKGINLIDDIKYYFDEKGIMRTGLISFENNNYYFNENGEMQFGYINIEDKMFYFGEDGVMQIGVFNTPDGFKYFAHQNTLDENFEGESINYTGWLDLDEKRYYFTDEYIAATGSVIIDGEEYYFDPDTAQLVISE
# GDH-TPI inh = counter-screen for M. tuberculosis FBA inhibitors: GDH-TPI coupled enzymes. inhibition, % at 4.8 µM. GDH-TPI coupled enzyme counterscreen, NADH absorbance. 360,000 tested, 1.2% active. AID 588335; in the data active means inhibition above about 30%;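 further: 0% = DMSO wells and 100% = wells lacking the enzyme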
# Mtb BioA inh = inhibitors of Mycobacterium tuberculosis BioA enzyme | AID 602481 | purified M. tuberculosis BioA enzyme, plate reader | inhibition, % at 9.99 µM | 360,000 tested, 0.096% active; in the data active means inhibition above about 40%; inconclusive means no clear call, values can overlap the other calls
# Mtb FBA inh = Mtb fructose-bisphosphate aldolase inhibition | inhibition, % at 1 µM | AID 588726 | purified M. tuberculosis FBA, fluorescence read-out | P9WQA3 | 360,000 tested, 2.3% active; in the data active means inhibition above about 27%;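 further: 0% = vehicle and 100% = reference inhibitor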
# FadD28 binding = M. tuberculosis FadD28 bisubstrate binding inhibition. FadD28 bisubstrate probe binding, fluorescence polarization. inhibition, % at 12.5 µM. 360,000 tested, 0.22% active. AID 588549; in the data active means inhibition above about 8.5%, passing the limit was not always enough; inconclusive means no clear call, values can overlap the other calls
# PfHsp40 yeast = restores yeast growth despite PfHsp40 toxicity; 340,000 tested, 0.68% active; S. cerevisiae expressing PfHsp40, growth rescue, ATP luminescence; AID 504582; growth rescue, % at 12.5 µM; in the data active means growth rescue above about 28%, passing the limit was not always enough; inconclusive means no clear call, values can overlap the other calls;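 further: yeast W303a lacking pdr1 and pdr3 grown in galactose medium; growth measured after three days at 30 °C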
# * = called active by the depositor; i = inactive; ? = inconclusive; . = not tested or not shown; + = active, no number.
item	Structure	Mtb UGM inh	BH1578 lux ind	Yp Topo-I inh	TcdB GH inh	GDH-TPI inh
1	COC(=O)c1ccc(C(=O)OC)c(NC(=O)CN(C)Cc2ccc(Cl)c(Cl)c2)c1	-1.2	-0.3	5	.	5
2	Cc1cccc(N(CC(=O)NC2CCCCC2)C(=O)c2c(C)noc2C)c1	-2.7	i	6	.	-2
3	CCC(=O)Nc1ccc(NC(=O)c2cccc(OC)c2)nc1	-0.3	.	6	.	10
4	CCn1cc(C(=O)NCCCN(C)c2ccccc2)c(=O)c2cc(S(=O)(=O)N(C)C)ccc21	0.0	0.4	14	1.0	7
5	Cn1cccc1CNCc1ccccc1Cl	-1.0	-1.4	9	.	-7
6	Cc1ccccc1-n1c(-c2ccc(Br)o2)n[nH]c1=S	-0.8	-0.5	4	3.2	3
7	COCOc1cccc(CN2CCC2(C)C(=O)Nc2cc(OC)ccc2OC)c1 (configuration not stated)	.	i	29	3.5	8
8	O=C1NC(Nc2nc3ccccc3s2)(C(F)(F)F)C(=O)N1C1CCCCC1 (configuration not stated)	-1.8	i	12	1.4	7
9	CCCS(=O)(=O)N1CCCC(C(=O)NCC(OC)OC)C1 (configuration not stated)	1.9	-0.1	-2	1.1	-12
10	COc1ccc(CCN2CC(C(=O)NCCc3cn[nH]c3)CCC2=O)cc1 (configuration not stated)	0.1	i	7	0.3	13
11	COc1ccccc1NC(=O)CN1CCN(CC(=O)Nc2ccc(Cl)c(C(F)(F)F)c2)CC1	.	i	20	.	1
12	C=CCOc1ccc(C2NC(=O)c3ccccc3O2)cc1OCC (configuration not stated)	1.3	-0.3	-2	0.2	14

item	Mtb BioA inh	Mtb FBA inh	FadD28 binding	PfHsp40 yeast
1	.	0	-3.5	7.1
2	-0.6	1	-0.2	0.0
3	-0.8	2	0.3	-0.1
4	0.4	2	1.0	0.4
5	-0.9	5	-1.2	1.0
6	.	-1	-0.7	-0.8
7	0.2	-1	-3.9	.
8	-1.2	-3	-0.4	1.8
9	.	5	-3.3	-0.3
10	0.4	-1	-1.4	-0.9
11	-0.2	1	-2.6	1.2
12	-3.6	7	-0.6	-0.8

# Next section
item	Structure	Mtb UGM inh	BH1578 lux ind	Yp Topo-I inh	TcdB GH inh	GDH-TPI inh
13	COc1cccc(C(O)c2nc(/C=C/c3ccccc3)cs2)c1 (configuration not stated)	.	i	10	-1.0	11
14	Cc1cc(C(=O)N/N=C/c2ccc3c(c2)OCO3)c(C)o1	-1.7	-0.1	-2	2.2	19
15	CC(C)(C)c1ccc(OC(=O)N2CCCCC2)cc1	0.6	-0.6	11	1.0	-8
16	COc1c(F)c(F)cc2c(=O)c(C(=O)O)cn(C3CC3)c12	5.1	-0.6	2	1.6	10
17	COc1ccccc1Nc1ccc(N)cc1	-3.5	-0.4	-3	-1.0	8
18	COc1ccc2c(c1)c(=O)oc1cc(O)ccc12	-1.6	-0.5	-5	-1.1	-1
19	CCC(C(=O)NC1CCCC1)N(C(=O)Cn1nnc(-c2ccc(OC)c(OC)c2)n1)c1cccc(O)c1 (configuration not stated)	0.0	-0.2	13	-8.2	1
20	CCOc1ccc(NC(=O)[C@@H](NC(=O)OCc2ccccc2)[C@@H](C)CC)cc1	0.6	-0.2	3	.	1
21	C=CCn1c(SCC(=O)c2c(N)n(CCC)c(=O)n(C)c2=O)nc2sc(CC)cc2c1=O	2.7	-0.7	-4	.	8
22	CC(Sc1nnc(NC2CCCCC2)s1)C(=O)N1CCOCC1 (configuration not stated)	1.5	i	-10	-0.4	6
23	c1ccc2[nH]c(CSc3nccs3)nc2c1	2.2	-0.3	5	.	5
24	C=CCN(CC=C)S(=O)(=O)c1ccc(NC(=S)NC(=O)c2ccco2)cc1	5.1	-0.6	22	.	6

item	Mtb BioA inh	Mtb FBA inh	FadD28 binding	PfHsp40 yeast
13	-1.3	5	-2.9	.
14	-1.0	0	-2.1	-1.9
15	.	-1	0.5	-1.3
16	-0.8	0	-1.1	-0.2
17	.	1	-2.4	0.5
18	0.8	13	-4.3	1.0
19	-0.6	0	-2.8	-0.5
20	.	1	0.7	0.7
21	-0.2	3	-2.0	-0.2
22	.	2	1.9	-0.9
23	-0.6	-1	-2.5	-1.0
24	0.1	-2	-2.8	55*

# Three entries out of the list, sorted by count of non-hydrogen atoms, lowest first:
item	Structure	Mtb UGM inh	BH1578 lux ind	Yp Topo-I inh	TcdB GH inh	GDH-TPI inh
23	c1ccc2[nH]c(CSc3nccs3)nc2c1	2.2	-0.3	5	.	5
22	CC(Sc1nnc(NC2CCCCC2)s1)C(=O)N1CCOCC1 (configuration not stated)	1.5	i	-10	-0.4	6
19	CCC(C(=O)NC1CCCC1)N(C(=O)Cn1nnc(-c2ccc(OC)c(OC)c2)n1)c1cccc(O)c1 (configuration not stated)	0.0	-0.2	13	-8.2	1

item	Mtb BioA inh	Mtb FBA inh	FadD28 binding	PfHsp40 yeast
23	-0.6	-1	-2.5	-1.0
22	.	2	1.9	-0.9
19	-0.6	0	-2.8	-0.5

# Further structures.
item	Structure	Mtb UGM inh	BH1578 lux ind	Yp Topo-I inh	TcdB GH inh	GDH-TPI inh
25	O=c1ccc2cc(S(=O)(=O)N3CCN(c4cc(Cl)ccc4Cl)CC3)ccc2o1	-3.9	-0.5	30	.	-13
26	CC(=O)N=c1c(C#N)cc2c(=O)n3cccc(C)c3nc2n1CCCOC(C)C	-2.1	i	2	2.1	5
27	O=C(NN=Cc1ccc(N2CCOCC2)s1)c1ccc([N+](=O)[O-])cc1	3.6	-4.6	-12	2.5	26
28	CCOC(=O)N1CCN(C(=O)CCCCCn2c(=S)[nH]c3cc4c(cc3c2=O)OCO4)CC1	0.7	i	-1	2.0	4
29	O=C(COC(=O)C1(c2ccc(F)cc2)CCCC1)N1CCOCC1	0.3	-1.0	1	.	-7
30	Cc1ccc(NC(=O)CSc2nnc(-c3ccncc3)s2)cc1	-2.8	0.2	-4	0.0	-2
31	CCCN(CCC)CC(O)Cn1cc(/C=C/C(=O)c2ccccc2)c2ccccc21 (configuration not stated)	.	i	5	2.3	-4
32	O=C(Nc1nc(-c2ccccc2)cs1)c1ccc(Br)o1	0.6	2.1	0	.	9
33	Cc1ccc(S(=O)(=O)N2CCN(Cc3ccccc3)CC2)s1	-2.9	i	9	-12	1
34	COc1cc(/C=C2\SC(=S)N(NC(C)=O)C2=O)ccc1OC(=O)c1ccco1	0.9	0.9	9	0.3	22
35	CCc1nc2ccc(C(=O)N3CCC(O)(Cc4ccccc4)CC3)cn2c1N(C)C(=O)Cc1ccccc1	.	i	18	4.2	4
36	CCN(CC)S(=O)(=O)c1ccc(N(C)Cc2ccc(C(F)(F)F)cc2)nc1	-2.1	-0.2	48	.	-6

item	Mtb BioA inh	Mtb FBA inh	FadD28 binding	PfHsp40 yeast
25	0.7	2	-5.6	-0.1
26	-2.3	+	-2.9	.
27	-1.9	-6	-0.2	0.7
28	-0.2	-2	-2.5	1.1
29	2.3	2	-4.6	-1.5
30	-3.1	0	-1.4	1.0
31	-1.3	-4	-3.2	0.9
32	-0.5	0	-6.3	?
33	-1.4	-1	-2.9	2.2
34	.	-4	-3.1	0.7
35	-0.2	0	-3.4	.
36	.	2	-3.8	-0.7

# (next part)
item	Structure	Mtb UGM inh	BH1578 lux ind	Yp Topo-I inh	TcdB GH inh	GDH-TPI inh
37	CC1CC(C)CN(CC(=O)N2c3ccccc3CCc3ccccc32)C1 (configuration not stated)	-1.1	-1.0	21	.	1
38	COc1cccc(OCc2cc(C(=O)NCc3ccc4c(c3)OCO4)no2)c1	2.9	i	49	1.3	2
39	CSc1cccc(N2CC(C(=O)N(Cc3nnc(-c4ccccc4Cl)o3)C3CC3)CC2=O)c1 (configuration not stated)	0.1	i	7	1.4	5
40	Cc1ccc(C[n+]2c(-c3ccc(C)cc3)cc(-c3ccc(C)cc3)cc2-c2ccc(C)cc2)cc1	-2.3	-0.6	15	.	8
41	O=C(CCC(=O)N1CCN(c2ccccn2)CC1)Nc1nnc(C2CCCCC2)s1	0.9	1.1	22	.	-10
42	COc1ccc(S(=O)(=O)N2CCC(C(=O)N[C@H](C(=O)NCc3ccccc3)C(C)C)CC2)cc1	.	i	-2	5.5	14
43	Cc1cccc(-n2cc(-c3ccccc3)c3c(=O)[nH]cnc32)c1	1.1	i	9	.	9
44	Cc1ccc(S(=O)(=O)Oc2ccccc2/C=N/NC(N)=S)cc1	-0.1	i	8	.	13
45	O=C(CSc1nc2ccccc2n1Cc1ccc(Cl)cc1)N/N=C/c1ccc(C(=O)O)cc1	1.6	-1.0	-2	-2.7	9
46	COCCNC(=O)CN(C(=O)Cn1nnc2ccccc21)c1ccc(F)c(Cl)c1	2.8	i	0	.	10
47	O=C1/C(=C\c2cccs2)N=C(c2cccs2)N1Nc1ccccc1	3.3	i	1	-0.7	2
48	CCOC(=O)C1=C(C)N=c2s/c(=C/c3ccc(OCC(=O)O)c(OC)c3)c(=O)n2C1c1ccc(Cl)cc1 (configuration not stated)	-1.2	-0.8	10	1.6	7

item	Mtb BioA inh	Mtb FBA inh	FadD28 binding	PfHsp40 yeast
37	0.3	2	-1.9	0.8
38	-0.6	4	-1.2	0.1
39	-0.2	2	-1.0	1.3
40	35	21	-8.4	?
41	-0.2	3	-2.5	0.9
42	-1.4	1	-0.8	.
43	3.2	-1	-3.6	3.3
44	-1.0	-3	0.3	-0.1
45	.	-1	-1.0	0.7
46	3.6	0	0.7	14
47	-2.2	-14	-5.8	0.6
48	.	1	-6.0	1.4

# (cont.)
item	Structure	Mtb UGM inh	BH1578 lux ind	Yp Topo-I inh	TcdB GH inh	GDH-TPI inh
49	O=C1OCCC1Sc1nnc(-c2ccc(F)cc2)n1Cc1ccccc1 (configuration not stated)	3.1	-0.2	-1	.	3
50	O=C(NCCc1ccccn1)c1ccc(OC(F)F)cc1	-3.7	-4.2	1	-0.4	0
51	COc1ccc2cc(/C=N/NC(=O)c3ccc(CN(c4ccc(C)c(C)c4)S(C)(=O)=O)cc3)c(Cl)nc2c1	1.6	2.4	5	.	-7
52	COC(=O)c1cc(S(=O)(=O)NCCCN2CCCC2=O)cn1C	1.3	i	2	0.4	-9
53	O=C(COC(=O)c1ccc(OC(F)F)cc1)NCc1cccs1	2.2	i	4	-2.1	-4
54	Cc1ccc(OCC(=O)N2CCN(c3nnc(-c4ccccc4)c4ccccc34)CC2)cc1	0.5	-0.3	-1	.	19
55	Cc1ccc(Cn2c(=O)c3ccccc3n3c(CCC(=O)O)nnc23)cc1	1.4	-0.4	-2	3.3	-14
56	O=C(CC1CCCC1)N1CCN(S(=O)(=O)c2ccc(F)cc2)CC1	-1.2	0.7	2	1.2	18
57	COc1ccc(C(NC(=O)C2CCN(C/C=C/c3ccc(OC(C)=O)c(OC)c3)CC2)c2ccccn2)cc1 (configuration not stated)	.	-0.6	9	1.1	-3
58	COc1ccccc1C(=O)NCCC(=O)N(C)Cc1cccnc1	-0.6	i	-5	0.2	5
59	Cn1c(=O)c(C(=O)NCCc2ccccc2)c(O)c2ccccc21	0.6	i	-1	0.2	19
60	O=C(COC(=O)c1ccc[nH]c1=O)NCCC1=CCCCC1	4.8	-3.3	-2	-0.8	11
61	CC(C)CN(C(=O)COC(=O)/C=C/c1ccc(Cl)c(Cl)c1)c1c(N)n(Cc2ccccc2)c(=O)[nH]c1=O	.	0.7	6	0.2	0
62	CN1CC(=O)N(CC(=O)NCCc2ccc(F)cc2)c2ccccc2C1=O	-1.3	i	-5	.	-6
63	COc1ccc(-n2c(SCC(=O)Nc3cc(C)on3)nc3c(c2=O)SCC3)cc1OC	-0.2	i	-3	0.3	16

item	Mtb BioA inh	Mtb FBA inh	FadD28 binding	PfHsp40 yeast
49	3.2	-9	-4.2	-1.4
50	-2.5	1	-0.4	0.6
51	-1.2	3	-7.3	-1.9
52	.	0	-2.9	-0.2
53	-1.6	-3	-2.8	0.4
54	1.6	3	-2.2	0.8
55	0.3	-1	-2.5	-0.2
56	-1.6	-1	-1.3	-1.8
57	-0.5	-2	-0.6	.
58	-0.3	1	-2.1	-0.4
59	-1.9	0	-2.2	-0.2
60	1.1	-3	-1.4	1.4
61	.	0	-1.0	.
62	-2.7	-11	-3.3	0.8
63	0.3	3	-0.3	-0.7

# Screening data as filed in PubChem.
